Screens deposited in PubChem by National Center for Advancing Translational Sciences (NCATS).
USP2a inh = inhibitors of human ubiquitin-specific protease USP2a. AID 463254. O75604. Potency, µM (top dose mostly 38.3 µM), without a hit: at the top dose activity change, negative = inhibition, hits mostly inhibitors. USP2 core, Ub-CHOP2 coupled fluorogenic reporter, 485/531. 0.01% of 330,000 active;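 note: potency is the fitted concentration of half-maximal effect; plate controls were DMSO wells for no effect and full inhibition by NEM control for full effect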
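Cell-free coupled assay: 10nM USP2 core preincubated 30min RT with compound in Tris-HCl pH 8.0/CaCl2/CHAPS buffer, then 25nM Ub-CHOP2 and 25nM reporter substrate; fluorescence (Ex 485/Em 531) read after 60min RT, normalized to NEM inhibition, concentration-response curves fitted.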
KCNH2 3.1 inh = inhibitors of human KCNH2 3.1 potassium channel isoform | U2OS KCNH2 3.1, thallium flux FluxOr; stronger effect = lower value | activity change, % (tested at about 1.8 µM) | 0.95% of 340,000 active;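 active = maximum activity change below -70%; inconclusive = maximum activity change from -70% to -50%; inactive = maximum activity change above -50%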;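 note: thallium influx rate constant from kinetic fluorescence after stimulation buffer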
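We transduce U2OS cells with the mutant 3.1 virus, culture them overnight, load FluxOr with Red40 quencher for 45 min, then add stimulation buffer and read kinetically for 2 min to derive a normalized rate constant.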
GALK inhibitor = blocks human galactokinase activity; AID 1868; 0.007% of 270,000 active; Potency, µM (top dose mostly 57.5 µM), for the others: top-dose activity change, negative = inhibition, most hits filed as inhibitors; Purified GALK, Kinase-Glo residual ATP luminescence; note: potency is the fitted concentration of half-maximal effect
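Compounds were pin-transferred into ATP buffer (35 uM final), then GALK plus galactose (5 nM, 100 uM final) was added. After 1 h at room temperature, Kinase-Glo Plus was added and luminescence read after 10 min.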
PKM2 activator = activators of human pyruvate kinase M2; P14618; purified PKM2, Kinase-Glo ATP luminescence, activation; response scale: 0% is enzyme alone, no compound; Potency, µM (series often up to 57.5 µM), for the others: at the top dose activation, most hits filed as activators; 0.34% of 260,000 active; AID 1631; note: potency is the fitted concentration of half-maximal effect; nearly all actives have a fitted effect of over 55% in size
Target sequence (P14618 whole entry, looked up): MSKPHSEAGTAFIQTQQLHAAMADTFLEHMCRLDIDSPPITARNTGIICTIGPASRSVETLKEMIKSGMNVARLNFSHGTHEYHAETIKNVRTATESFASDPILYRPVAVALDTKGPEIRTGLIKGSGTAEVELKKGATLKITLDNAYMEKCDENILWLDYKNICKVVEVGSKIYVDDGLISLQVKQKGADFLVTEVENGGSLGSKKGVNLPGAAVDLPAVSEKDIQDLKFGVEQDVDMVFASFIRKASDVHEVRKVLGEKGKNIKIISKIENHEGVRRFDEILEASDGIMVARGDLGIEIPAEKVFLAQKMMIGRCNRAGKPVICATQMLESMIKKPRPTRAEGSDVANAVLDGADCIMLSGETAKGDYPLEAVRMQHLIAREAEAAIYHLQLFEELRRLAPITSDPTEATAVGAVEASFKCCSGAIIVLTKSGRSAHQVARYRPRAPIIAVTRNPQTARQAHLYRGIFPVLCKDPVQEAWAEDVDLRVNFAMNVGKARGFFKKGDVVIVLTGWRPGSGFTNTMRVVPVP
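Purified hPK-M2 (>95%) run at intermediate activity with 0.1 mM ADP and 0.5 mM PEP in 50 mM imidazole pH 7.2, KCl, MgCl2; 1 h room temperature. ATP formed read by Kinase-Glo luminescence; normalized to uninhibited and no-enzyme controls.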
uPA generation = inhibitors of cell surface uPA generation; cell surface uPA generation assay, qHTS; Potency, µM (top dose mostly 38.3 µM), inactives show top-dose activity change, negative = inhibition, actives largely listed as inhibitors; 0.31% of 330,000 active; active = well fitted inhibition curve with a large enough effect; inconclusive = small, poorly fitted or top-dose-only effect; inactive = no such curve, though single readings can be large or run the other way; tested in mouse RAW 264.7 cells; note: potency is the fitted concentration of half-maximal effect; nearly all actives have a fitted effect of over 55% in size
Giardia kill = kills Giardia lamblia. AID 540267. Giardia lamblia trophozoite viability. 0.15% of 340,000 active. activity change, % at 7.66 µM, hits read low; in the data active = activity change below about -80%; inconclusive = between about -30% and that limit;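 note: parasites exposed to compound for two days anaerobically before the ATP read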
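Each well holds 100 Giardia trophozoites and compound. After two days (48 hrs) at 37 deg C in anaerobic conditions, ATP is quantified by luminescence.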
B2AR arrestin = recruits beta-arrestin to the human beta2-adrenergic receptor | 0.02% of 330,000 active | Potency, µM (top dose mostly 46.1 µM), for the others: top-dose activation, most hits filed as activators | beta-arrestin recruitment to beta2AR, cell-based reporter | P07550;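 note: potency is the fitted concentration of half-maximal effect; 0% = DMSO controls and full agonism = EC100 isoproterenol or metaproterenol; nearly all actives have a fitted effect of over 65% in size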
Target sequence (P07550 whole entry, looked up): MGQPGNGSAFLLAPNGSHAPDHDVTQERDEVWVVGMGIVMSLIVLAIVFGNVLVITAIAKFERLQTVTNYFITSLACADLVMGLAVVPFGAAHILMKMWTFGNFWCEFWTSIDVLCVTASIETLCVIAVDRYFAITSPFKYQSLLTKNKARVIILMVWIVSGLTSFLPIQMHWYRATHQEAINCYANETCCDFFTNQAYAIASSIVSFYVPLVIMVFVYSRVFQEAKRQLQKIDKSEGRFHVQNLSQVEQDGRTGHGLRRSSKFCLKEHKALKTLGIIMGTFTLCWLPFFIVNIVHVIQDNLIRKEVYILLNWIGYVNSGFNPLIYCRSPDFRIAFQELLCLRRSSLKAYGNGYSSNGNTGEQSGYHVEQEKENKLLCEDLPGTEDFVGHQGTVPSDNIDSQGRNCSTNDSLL
BCR signal inh = inhibitors of chronic active B-cell receptor signaling. ABC-DLBCL IkBa-CBG/CBR reporter, luminescence ratio, 4 h. Potency, µM (doses to about 46.1 µM), for inactives: at the top dose ratio change, negative = lower green/red ratio, most hits filed as inhibitors. 0.05% of 340,000 active. AID 493014; active = well fitted inhibition curve with a large enough effect in the signal ratio, with a control signal flat, not every such curve was filed as active; inconclusive = small, poorly fitted or top-dose-only effect, or effect the other way, or a change in a side signal; the % refers to the signal ratio;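 note: potency is the fitted concentration of half-maximal effect; plate controls were basal doxycycline-induced cells for no effect and cells given 10 µM MG132 for full effect; MG132 reads +100%, hits lower the ratio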
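Doxycycline induced both beetle luciferases in TMD8 lymphoma cells; IKK-driven degradation limits the IkappaBalpha-fused green signal, while red luminescence normalises for cell number and nonspecific effects. Compounds tested up to 46 uM, 4 hrs.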
Eya2 phos inh = Eya2 (human) phosphatase inhibition; recombinant Eya2, OMFP fluorescence dephosphorylation (OMFP is methylfluorescein phosphate); Potency, µM (highest dose often 76.9 µM), for inactives: at the highest dose activity, negative = inhibition, most hits filed as inhibitors; 0.006% of 330,000 active; AID 488837; note: potency is the fitted concentration of half-maximal effect
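Eya2 (0.2 uM) preincubated 10 min at ambient with compound, then OMFP substrate added at 50 uM; 10 min reaction in 50 mM HEPES pH 7.5, 50 mM NaCl, 5 uM MgCl2, 0.05% BSA, 1 mM DTT. Fluorescence read at Ex 485/Em 525 nm.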
hERG WT inh = blocks the wildtype human KCNH2 potassium channel. U2OS, BacMam KCNH2, thallium flux FluxOr; stronger effect = lower value. activity change, % at 1.84 µM. Q12809. 0.37% of 340,000 active;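 active = maximum activity change below -70%; inconclusive = maximum activity change between -70% and -50%; inactive = maximum activity change above -50%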
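U2OS cells transduced with wild-type KCNH2 virus are loaded with FluxOr dye for 45 min, and thallium flux is measured in kinetic reads before and after stimulation buffer. Rate constants are normalized to DMSO controls.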
Coupling enz = inhibits coupling enzyme system, counter-screen for aldolase hits. coupling enzyme system counterscreen, AmpLite Red fluorescence. activity change, negative = inhibition, % at 58.2 µM, hits read low. 0.67% of 290,000 active. AID 2472; in the data active = activity change below about -30%
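Final compound at 57.5 uM, incubated 10 min at RT with coupling enzyme reagent (glyceraldehyde-3-phosphate), then 20 min with substrate and AmpLite Red detection. Fluorescence read at 525/598 nm; tests interference with the coupling assay, not aldolase inhibition.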
An asterisk follows results filed as active; i = inactive; ? = inconclusive; . = not tested or not shown; [ ] = another dose, or the depositor's remark. Unless noted, calls come from the whole dose curve; as a rule, active = well fitted curve in the direction sought with a large enough effect; inconclusive = small, poorly fitted or top-dose-only effect, or another doubt; inactive = no such curve, though single readings can be large; an effect the other way counts as inactive or inconclusive. Unless noted, % is set by controls: 0 for no effect and ±100 for the full control effect. Hits appear at their usual frequency; overall some 2.4% were active at least once.

SMILES	USP2a inh	KCNH2 3.1 inh	GALK inhibitor	PKM2 activator	uPA generation	Giardia kill	B2AR arrestin	BCR signal inh	Eya2 phos inh	hERG WT inh	Coupling enz
COc1ccc(Nc2ccc(OC)cc2)cc1	2%	-9	6%	0%	-5%	4	0.3%	11%	-2%	-7	-41*
COCc1c(C(=O)NC2CCCCCC2)oc2ccccc12	0%	7	1%	1%	1%	-23	0.1%	6%	-11%	1	1
C=CCn1c(C(C)NC(=O)c2ccccc2)n[nH]c1=S (stereo not given)	4%	10	-1%	-1%	15%	3	-0.4%	-8%	5%	-3	4
CC(=O)Nc1nc2cc3c(cc2s1)OCCO3	0%	8	.	-22%	-13%	1	0.2%	?	4%	-4	-3
C#CCOCCOCCOCCNc1nc(N2CCOCC2)nc(N2CCN(C(=O)CCCCCCCCCCNC(=O)[C@H]([C@@H](C)CC)n3cc(CCCCN=C(N)N)nn3)CC2)n1	-4%	9	.	.	-10%	-19	-0.2%	?	-17%	8	.
CCOc1cccc(-c2cc(=O)[nH][nH]2)c1	0%	7	-1%	-1%	9%	0	2.7%	?	-1%	40	-11
COc1cc(C)ccc1NC(=O)c1ccc(S(=O)(=O)N2CCOCC2)cc1	9%	0	-3%	-3%	7%	11	0.4%	-1%	13%	-8	0
COc1ccc2[nH]c(=S)[nH]c2c1	2%	-10	1%	1%	0%	8	-1.4%	0%	-4%	-4	-2
Cc1ccc(Nc2nc(-c3cccnc3)cs2)cc1C	1%	-9	-2%	.	?	9	-1.0%	-16%	9%	27	-1
CCOC(=O)C1CCN(C(=O)c2ccc(OC)cc2OC)CC1	1%	3	-4%	-3%	1%	-13	0.3%	2%	-6%	1	2
COc1ccc(OC)c(NC(=O)COC(=O)C2CCN(C(=O)c3ccc(Cl)cc3)CC2)c1	8%	-19	-1%	4%	-2%	0	-0.1%	?	5%	16	3
Cc1ccc2nc(NCc3ccccc3)c(C=NCc3ccccc3)c(=O)n2c1	-1%	11	.	2%	-1%	30	-0.1%	?	-4%	i	-2
CCOc1ccccc1NC(=O)CSc1nnc(C2CC2)n1CC	0%	10	8%	-1%	6%	10	-0.5%	7%	-4%	-1	-4
O=C(COC(=O)CNC(=O)c1ccccc1)NCCCc1ccccc1	1%	14	.	.	4%	-18	-0.5%	3%	2%	-3	.
COc1ccc(/C=C2/SC(=O)N(CCC(=O)Nc3ccccc3)C2=O)cc1OC	5%	0	0%	24%	7%	0	-1.5%	-12%	10%	.	4
COc1ccc(-n2nc(C(=O)N(C)C3CCCCC3)c3ccccc3c2=O)c(OC)c1	0%	-7	0%	0%[0.46 µM]	14%	2	0.1%	1%	5%	3	2
Cc1cc(=O)[nH]c(S)c1C#N	-5%	.	1%	-11%	.	.	0.0%	8%	2%	.	2
C=CCNC(=O)c1cc(=O)c2ccccc2o1	4%	-5	1%	1%	8%	-13	-0.1%	6%	11%	21	2
COc1ccc(S(N)(=O)=O)cc1C(=O)NCCCN1CCN(c2cccc(Cl)c2)CC1	1%	?	-2%	0%	5%	10	0.1%	7%	-8%	-38	2
CCCC1CCC(=NNC(=S)NCCc2ccccc2)CC1 (stereo not given)	3%	-6	0%	1%	.	-12	?	?	18%	-7	4
COc1cc(C(C(=O)NC2CCCCC2)N(C(=O)Cc2c[nH]c3ccccc23)c2ccc(C)cc2)cc(OC)c1OC (stereo not given)	-3%	-2	0%	1%	3%	13	0.3%	-8%	-9%	-1	-10
COc1ccc(NC(=O)CSc2n[nH]c(=O)n2Cc2ccccc2)cc1Cl	1%	16	5%	8%	4%	7	0.4%	-4%	-4%	-3	4
CCN1C(=O)NC(c2ccccc2)C1=O (stereo not given)	1%	10	.	.	-5%	2	-0.6%	-3%	23%	-8	.
CC(C)CC1NC(=O)N(CC(=O)Nc2cc([N+](=O)[O-])ccc2F)C1=O (stereo not given)	1%	8	.	.	8%	4	0.2%	-4%	-19%	-5	.
COCc1c(C(=O)OCc2nnc(-c3ccc([N+](=O)[O-])cc3)o2)oc2ccccc12	-1%	3	.	.	4%	-7	0.1%	1%	3%	-1	.

Exported in CSV form: entries from further up
smiles,USP2a inh,KCNH2 3.1 inh,GALK inhibitor,PKM2 activator,uPA generation,Giardia kill,B2AR arrestin,BCR signal inh,Eya2 phos inh,hERG WT inh,Coupling enz
COc1ccc(/C=C2/SC(=O)N(CCC(=O)Nc3ccccc3)C2=O)cc1OC,5%,0,0%,24%,7%,0,-1.5%,-12%,10%,.,4
CC(=O)Nc1nc2cc3c(cc2s1)OCCO3,0%,8,.,-22%,-13%,1,0.2%,?,4%,-4,-3
CCOC(=O)C1CCN(C(=O)c2ccc(OC)cc2OC)CC1,1%,3,-4%,-3%,1%,-13,0.3%,2%,-6%,1,2
Cc1ccc(Nc2nc(-c3cccnc3)cs2)cc1C,1%,-9,-2%,.,?,9,-1.0%,-16%,9%,27,-1
COc1cc(C(C(=O)NC2CCCCC2)N(C(=O)Cc2c[nH]c3ccccc23)c2ccc(C)cc2)cc(OC)c1OC (stereo not given),-3%,-2,0%,1%,3%,13,0.3%,-8%,-9%,-1,-10
O=C(COC(=O)CNC(=O)c1ccccc1)NCCCc1ccccc1,1%,14,.,.,4%,-18,-0.5%,3%,2%,-3,.
COc1ccc(OC)c(NC(=O)COC(=O)C2CCN(C(=O)c3ccc(Cl)cc3)CC2)c1,8%,-19,-1%,4%,-2%,0,-0.1%,?,5%,16,3

New compounds follow.
SMILES	USP2a inh	KCNH2 3.1 inh	GALK inhibitor	PKM2 activator	uPA generation	Giardia kill	B2AR arrestin	BCR signal inh	Eya2 phos inh	hERG WT inh	Coupling enz
COCc1ccc(C(=O)N2CCCC(C(=O)c3cccc(C(F)(F)F)c3)C2)o1 (stereo not given)	1%	2	10%	0%	4%	1	-0.4%	-5%	-9%	0	1
O=C(O)CCCN1C(=O)/C(=C\C(Cl)=C\c2ccccc2)SC1=S	0%	10	.	.	5µM*	32[activator]	-1.0%	.	6%	-2	0
O=C(Nc1ccncc1)c1cc(-c2ccccn2)nc2ccccc12	0%	-3	-6%	.	4%	24	0.1%	0%	18%	0	0
CCc1ccc(NC(=O)c2cnn3c(C(F)F)cc(C)nc23)cc1	10%	.	-2%	2%	0%	4	-0.1%	-3%	4%	12	1
COc1ccc(C(C)=O)cc1CC(=O)N(Cc1ccccc1)c1ccccc1	-2%	-21	-4%	-5%	.	11	0.3%	0%	0%	-16	-2
Cc1nc2sc(C(c3cccc(F)c3)N3CC(C)OC(C)C3)c(O)n2n1 (stereo not given)	-4%	1	-2%	-3%	2%	10	0.4%	0%	-6%	-8	3
O=C(NC1CCCN(Cc2ccc(Cl)cc2)C1)C1CCC1 (stereo not given)	4%	-20	-1%	-9%	3%	-4	0.4%	?	-18%	-18	2
COc1ccc(/C=N/NS(=O)(=O)c2ccc(F)cc2)cc1CN1CCSCC1	-1%	-5	-4%	-2%	-6%	-12	-0.1%	-1%	1%	-4	0
Cn1nc(CC(=O)NC2CCCCC2)c2ccccc2c1=O	1%	5	-2%	-16%	.	-11	-0.5%	7%	-1%	-20	2
COc1c(C)oc2cc(O)ccc2c1=O	3%	8	2%	6%	1%	-2	-0.9%	4%	5%	5	1
S=c1[nH]nc(C2CCCCC2)n1Cc1ccccc1	1%	12	4%	-14%	2%	6	-0.3%	16%	6%	i	2
CCOc1ccc(NS(=O)(=O)c2ccc(C(=O)NC3CCN(Cc4ccccc4)CC3)cc2)cc1	0%	-7	.	.	5%	-7	-0.3%	11%	9%	2	.
CCCSc1cc(NCCOC(C)=O)c([N+](=O)[O-])c2nonc12	1%	8	0%	9%	2%	5	0.3%	1%	-25%	8	-39*
CCn1nnc2cc(C(=O)N(CCOC)CC(=O)Nc3cccc(C)c3C)ccc21	1%	5	.	.	1%	3	0.5%	-1%	21%	2	.
CC(C)c1ccc(NC2CCCN(C(=O)CSc3nncn3C)C2)cc1 (stereo not given)	2%	-11	3%	.	0%	-16	-0.1%	-1%	18%	-15	-2
Cc1cc(C)n2nc(CNS(=O)(=O)c3ccc(F)cc3)nc2n1	1%	0	.	-12%	8%	0	0.0%	-8%	7%	8	-1
